PLC-gamma1 inh – blocks human PLC-gamma1 enzyme activity. purified PLC-gamma1, fluorogenic substrate, fluorescence. P19174. AID 720700. hit rate 0.84% among 370,000. inhibition, % at 12.2 µM; in the data active = inhibition above about 9.5%
Target sequence (P19174 whole entry, looked up): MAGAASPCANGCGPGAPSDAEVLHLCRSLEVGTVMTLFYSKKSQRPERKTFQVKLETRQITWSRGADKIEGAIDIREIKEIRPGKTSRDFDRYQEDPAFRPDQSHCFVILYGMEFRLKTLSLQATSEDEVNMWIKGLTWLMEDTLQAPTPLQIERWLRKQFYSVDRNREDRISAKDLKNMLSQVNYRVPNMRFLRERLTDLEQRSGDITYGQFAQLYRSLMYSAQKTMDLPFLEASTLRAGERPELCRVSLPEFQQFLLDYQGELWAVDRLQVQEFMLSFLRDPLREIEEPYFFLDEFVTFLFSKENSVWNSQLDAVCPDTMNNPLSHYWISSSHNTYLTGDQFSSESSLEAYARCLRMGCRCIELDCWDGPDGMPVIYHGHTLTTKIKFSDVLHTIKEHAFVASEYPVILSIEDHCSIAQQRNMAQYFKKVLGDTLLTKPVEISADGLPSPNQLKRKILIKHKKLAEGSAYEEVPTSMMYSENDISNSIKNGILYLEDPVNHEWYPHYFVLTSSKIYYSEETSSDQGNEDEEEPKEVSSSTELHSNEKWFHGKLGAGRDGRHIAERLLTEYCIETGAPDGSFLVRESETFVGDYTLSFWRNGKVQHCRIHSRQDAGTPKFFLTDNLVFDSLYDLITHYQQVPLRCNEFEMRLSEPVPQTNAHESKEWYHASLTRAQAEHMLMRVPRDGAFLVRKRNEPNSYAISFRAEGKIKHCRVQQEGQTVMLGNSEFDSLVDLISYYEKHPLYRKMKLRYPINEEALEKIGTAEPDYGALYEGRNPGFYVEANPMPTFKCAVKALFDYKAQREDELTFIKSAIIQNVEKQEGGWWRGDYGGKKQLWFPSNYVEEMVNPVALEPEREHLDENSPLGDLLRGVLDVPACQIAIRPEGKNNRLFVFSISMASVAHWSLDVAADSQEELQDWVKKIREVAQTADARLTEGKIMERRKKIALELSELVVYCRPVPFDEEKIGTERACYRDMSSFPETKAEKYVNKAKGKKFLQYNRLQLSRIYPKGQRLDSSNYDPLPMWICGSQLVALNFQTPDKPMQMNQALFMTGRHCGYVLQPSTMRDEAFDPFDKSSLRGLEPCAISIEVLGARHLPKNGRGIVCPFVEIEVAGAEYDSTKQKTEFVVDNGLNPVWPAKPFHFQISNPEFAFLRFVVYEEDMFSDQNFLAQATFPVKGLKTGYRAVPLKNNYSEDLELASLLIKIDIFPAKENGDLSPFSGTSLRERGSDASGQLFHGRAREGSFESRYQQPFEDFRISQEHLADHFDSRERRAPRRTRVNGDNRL
ARFGAP1 inh – inhibitors of rat ARFGAP1 | Q62848 | Arfgap1-stimulated ARF1 GTP hydrolysis, GDP FP detection | inhibition, % at 16.5 µM | hit rate 0.26% among 360,000;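 active = inhibition above a per-plate limit, mean inhibition of low control wells plus 3 SD, cut at about 25% in these data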;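 note: 0% = DMSO wells with enzyme and 100% = wells lacking Arfgap1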
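Assay system: purified rat His6-Arfgap1 residues 1-136 (GAP domain); Reagent: human Δ17 ARF1 bound to GTP; Dosing: 16.5 µM single point, 1.26% DMSO; Times: GTP hydrolysis reaction 2 h at 25 °C; Signal: FP, GDP Alexa 633 tracer displaced from anti-GDP antibody, 620/688 nm; Measure: % inhibition from polarization.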
ADAM17 inh – inhibits human ADAM17 | hit rate 0.83% among 370,000 | recombinant ADAM17, EDANS/DABCYL FRET peptide cleavage | P78536 | inhibition, % at 6.95 µM;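 active = inhibition above the mean of compounds lying between control limits plus 3 SD, set per campaign, cut at about 8.5% in these data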;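 note: 0% = DMSO-only wells as the low control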
Tn7 DDE FP – inhibitors of Tn7 peptide binding to human fibrin DD(E); P02675; FP displacement of FITC-Tn7 peptide from fibrin DD(E); 0% = median of compound wells per plate; inhibition, % at 8.3 µM; hit rate 0.13% among 370,000;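 active = inhibition above the mean of compounds falling within the control limits plus 3 SD of them, cut at about 14% in these data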;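 note: 0% = plate median of compound wells and 100% = 10 µM Aha-Tn7 peptide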
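Also added: labelled Tn7 tracer, 0.1 µM; Assay system: human fibrin DD(E) protein; Amount: 2 µM fibrin DD(E); Schedule: 10 min compound pre-incubation, 3 h probe incubation at room temperature; Repeats: one replicate per compound; Read-out basis: percent inhibition; Measured by: fluorescence polarization of the labelled Tn7 tracer.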
proKLK7 act – activators of human kallikrein-7 zymogen; activation, % at 7 µM; P49862; purified proKLK7, EDANS-DABCYL substrate fluorescence; 100% is mature enzyme control, 0% vehicle; hit rate 0.9% among 370,000;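 active = activation above the mean of all tested compounds plus 3 SD, computed per campaign excluding outliers beyond control limits, cut at about 13% in these data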
ADAM10 inh – ADAM10 inhibition, QFRET primary screen. O14672. recombinant ADAM10, EDANS/DABCYL FRET peptide cleavage, 3 h. inhibition, % at 7 µM. hit rate 0.62% among 370,000;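 active = inhibition above a per-campaign cutoff equal to the mean of compounds falling between control-based bounds plus 3 SD, cut at about 20% in these data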;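 note: 0% = DMSO wells while the 100% control is not disclosed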
ASAP1 inh – inhibitors of human ASAP1 ArfGAP activity; Q9ULH1; ASAP1-stimulated ARF1 GTP hydrolysis, GDP FP detection; inhibition, % at 16.5 µM; hit rate 0.19% among 360,000; AID 624377; in the data active = inhibition above about 25%;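 note: 0% = vehicle with enzyme and substrate and 100% = no enzyme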
TDP2 inh – TDP2 (human) inhibition, absorbance primary screen | O95551 | recombinant TDP2, T5PNP hydrolysis, p-nitrophenol absorbance 415 nm | inhibition, % at 12.8 µM | hit rate 0.34% among 370,000 | AID 720702;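 active = inhibition above the mean of all tested compounds plus 3 SD, set per campaign, cut at about 25% in these data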;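 note: 0% = DMSO with enzyme and 100% = buffer with substrate but no TDP2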
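Incubation: 2 h at 37 °C; Test system: recombinant human TDP2; Quantity: enzyme 120 nM; Read-out basis: percent inhibition; Medium: 50 mM Tris-HCl pH 7.5 with Mg2+, KCl, DTT, BSA; Repeats: single replicate; Compound: 12.8 µM single point, 1% DMSO; Signal: epi absorbance; Reagent: 5 mM T5PNP chromogenic substrate; Benchmarks: no-enzyme high, DMSO-plus-enzyme low.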
DDE Tn6 FP inh – DD(E)-Tn6 binding inhibition, primary FP screen; inhibition, % at 8.3 µM; AID 720509; Fibrin DD(E) TRITC-Tn6 fluorescence polarization displacement; hit rate 0.21% among 370,000; P02675;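 active = inhibition above a per-campaign cutoff: mean of compounds within control limits plus 3 SD, cut at about 15% in these data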;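 note: 0% = median of all compound wells on the plate and 100% = blocking peptide control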
LEDGF integ inh – blocks HIV-1 LEDGF/p75-dependent DNA integration; TR-FRET IN-LEDGF/p75 DNA integration, Eu/Cy5; inhibition, % at 3.7 µM; hit rate 0.64% among 370,000;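 active = inhibition above the screen-wide mean plus 3 SD, cut at about 13% in these data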;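 note: signal is the Cy5 over europium emission ratio at 671 and 618 nm; 0% = plate median of compound wells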
* hit, by the source's call; i = inactive; nt = no result given.

SMILES	PLC-gamma1 inh	ARFGAP1 inh	ADAM17 inh	Tn7 DDE FP	proKLK7 act	ADAM10 inh	ASAP1 inh	TDP2 inh	DDE Tn6 FP inh	LEDGF integ inh
C[C@]12c3[nH]c4cc(-c5ccco5)ccc4c3CCN1C(=O)[C@@H](CC(=O)NCCc1ccccn1)C[C@@H]2C(=O)N1CCOCC1	i	11	-173	3	113*	i	-6	-3	1	-3
COc1cccc(CNC(=O)CNS(=O)(=O)c2ccc(Br)s2)c1	-1	1	1	-1	0.6	1	-9	0	6	-3
CCOc1ccc(-c2c(=O)n(OCc3ccccc3Br)c3ccccc3[n+]2[O-])c(OCC)c1	-4	16	-5	1	-0.6	-9	11	5	-2	4
COc1ccc(Cl)cc1NC(=O)C/C(C)=N/NC(=O)COc1ccc(C)cc1	1	7	0	-5	-0.1	13	5	7	0	0
CC(C)NC(=O)CSc1nnc(-c2ccc3ncccc3c2)n1C	1	8	-3	5	0.3	-3	-4	-1	-5	-1
COc1ccccc1N1CCN(C(=O)NCc2cccc(C(F)(F)F)c2)CC1	3	-4	0	1	-0.3	5	6	-18	4	4
CC(C)(C)OC(=O)CNC(=O)c1nc[nH]c1C(=O)NCc1ccccc1	0	0	-1	4	0.1	0	1	10	4	-3
COc1cc(S(=O)(=O)Nc2ccc3cn[nH]c3c2)ccc1Cl	2	12	7	-6	0.0	15	-4	-11	-2	4
O=C(CSc1nc2ccccc2o1)N1c2ccccc2Sc2ccccc21	-2	-3	6	7	0.2	8	3	-12	0	0
CC(C)Oc1ccc(/C=N/NC(=O)c2ccc(N(Cc3ccccc3)S(C)(=O)=O)cc2)cc1	-13	8	1	5	0.1	1	-6	-9	-4	-3
Cc1nnc(SC(C)C(=O)NC2CCCCC2C)s1 (centres undefined)	2	-2	1	-2	0.8	1	5	5	2	6
Cc1ccc(N(CC(=O)N2CCCC2)S(C)(=O)=O)cc1C	0	-8	-5	1	-0.1	-9	-5	1	11	-3
COc1cc(C(=O)N2CCN(C(=O)Cc3ccccc3)CC2)cc(OC)c1OC	1	2	0	-1	0.2	7	0	2	0	0
CCOC(=O)c1c(C)[nH]c(C(=O)OCC(O)=C(C#N)c2nc3ccccc3[nH]2)c1C	-28	11	-7	6	-0.8	-32	3	6	3	-1
CCN(CC)CCNC(=O)c1cn(CC)c2ccc(S(=O)(=O)N(C)C3CCCCC3)cc2c1=O	0	1	0	0	-0.6	1	-21	-15	3	-2
CC(NC(=O)Nc1ccccc1O)(C(F)(F)F)C(F)(F)F	1	2	2	-8	1.4	9	10	1	-4	4
CCC(C)NS(=O)(=O)c1ccc(NC(=O)c2cccs2)cc1 (centres undefined)	0	3	2	-4	0.8	7	4	-11	-13	5
O=C1CCCN2N=C(SCC(=O)Nc3cccc(Cl)c3)SC2=N1	-1	-6	-2	-2	0.3	3	-8	-5	-2	2
COc1ccccc1Nc1nnc(SCc2cc(=O)n3cc(C)ccc3n2)s1	-3	15	1	0	0.1	-4	20	-12	-4	36*
O=C(CSc1nnc(CNC(=O)c2ccccc2F)o1)NC1CCCC1	-5	4	0	3	-0.4	6	0	-13	1	-5
Cc1ccc(-c2csc3ncnc(Sc4nnc(CN5CCCCCC5=O)o4)c23)cc1	5	5	-4	2	-1.0	-1	13	0	-13	0
CC(C)[C@H](NC(=O)c1ccc(Br)cc1)C(=O)NC1CCCCC1	2	-24	5	-9	-0.1	6	-14	-1	-8	10
O=C(CSc1nc2cc(Cl)ccc2c(=O)n1Cc1ccco1)Nc1ccc(S(=O)(=O)N2CCOCC2)cc1	-1	-3	4	2	-1.2	15	-5	10	5	-1
OCCNC(=S)Nc1cccc(Cl)c1Cl	1	-5	-4	-1	0.0	-6	9	-4	9	-3
CN1CCc2c(sc3c2C(=O)NC(c2ccccc2)N3)C1 (centres undefined)	-87	0	-88	3	-1.2	-293	-8	5	3	-1
COC(=O)c1cc2c(ccn2-c2ccc(F)cc2)n1CC(=O)OC(C)C	-25	1	-9	6	-2.3	-27	0	2	0	2
COc1cccc(NCc2cc3c(C(C)(C)C)nn(-c4ccccc4)c3[nH]c2=O)c1	-185	-5	4	0	-1.1	14	6	-4	-8	4
O=C(N=C1SC2CS(=O)(=O)CC2N1c1ccc(Cl)c(Cl)c1)C1CCCO1 (centres undefined)	5	-7	5	2	0.6	4	-13	-10	2	4
COc1ccc(N2CCN(C(=O)COC(=O)c3ccc(CSC)o3)CC2)cc1	-2	9	-8	5	0.5	-8	0	0	1	1
COC(=O)c1cc(C)sc1NC(=O)c1ccco1	-16	14	0	2	0.7	-5	-11	-9	11	-1
COc1cccc(C2(CSc3nnc(-c4cc(OC)c(OC)c(OC)c4)o3)OCCO2)c1	2	1	-4	1	-0.2	0	13	0	8	2
COc1ccc(OC)c2c1sc(=NC(=O)c1ccco1)n2C	-31	-2	-2	-3	0.6	-6	6	6	-5	1
NC(=O)NC1CCCc2c1[nH]c1ccc(Cl)cc21 (centres undefined)	-3	10	0	2	0.0	-10	5	3	7	-2
COc1cccc(OC)c1C(=O)OCC(=O)Nc1cccnc1Cl	1	-4	2	-4	-0.2	3	3	-18	-4	2
COc1ccc(C(=O)O/N=C(\N)c2ccccc2)c(OC)c1	3	-10	3	-1	0.1	3	-10	-6	-10	2
O=C(Nc1ccc(NC(=O)C2CCCCC2)nc1)c1cccc(F)c1	0	7	-3	-4	0.1	4	7	7	-1	-1
COc1ccc(NC(=O)CCN2C(=O)C3CC=CCC3C2=O)cc1S(=O)(=O)N1CCCCC1 (centres undefined)	5	-12	-2	0	-0.1	1	5	4	2	0
CC(NCc1cc(Br)ccc1OCC(N)=O)C12CC3CC(CC(C3)C1)C2 (centres undefined)	2	3	-4	-4	-0.3	0	-16	-11	10	-3
COC(=O)c1ccc(S(=O)(=O)N2CCC(NC(=O)COc3ccc(F)cc3)CC2)cc1	1	nt	-3	2	-0.3	-8	nt	10	3	-2
Cc1cc(OCC(=O)NCC(c2ccc(F)cc2)N2CCOCC2)ccc1Cl (centres undefined)	-4	4	-2	1	0.8	-4	-10	-11	0	-2
CN(Cc1cccc(F)c1)C(=O)CN1CCN(S(=O)(=O)c2ccc3c(c2)OCCCO3)CC1	1	-1	-6	-1	-0.5	-5	2	0	5	-3
O=C(Nc1nccs1)C1CCN(S(=O)(=O)c2ccc(Cl)c(C(F)(F)F)c2)CC1	-3	1	0	0	2.1	4	5	1	6	-2
C#CCOc1ccccc1CNC1CCN(Cc2ccccc2)CC1	-1	3	-3	-4	0.0	-1	4	4	-7	4
CCN=C1SC(C(=O)Nc2ccc(Cl)c(Cl)c2)CC(=O)N1CC (centres undefined)	5	6	-1	-3	-0.3	-2	-8	3	2	0
COC(=O)c1cc(Cl)c(N)cc1OC	0	-6	-3	1	-0.8	-1	3	4	5	-4
CCOC(=O)C1CCN(C(=O)c2ccccc2NC(=O)C2=C(C)OCCS2)CC1	2	-8	-6	2	-0.2	-4	0	5	-1	-2
COc1ccc(C(=O)NC(=S)Nc2ccc(N3CCN(C(C)=O)CC3)cc2)cc1[N+](=O)[O-]	-2	1	1	8	0.1	-1	5	-10	-3	-7
CC(C)[C@@H](N)C(=O)NC[C@H]1O[C@@H](n2cnc3c(N)ncnc32)[C@H](O)[C@@H]1O	1	0	-4	-14	-0.3	-14	-9	-4	-5	-1
Cc1c(NC(=O)CSC(=S)N2CCCC2)c(=O)n(-c2ccccc2)n1C	-4	-3	-3	-4	-0.2	-9	1	-8	0	-7
CC(C)C(C(=O)Nc1ccc(S(N)(=O)=O)cc1)N1C(=O)c2ccccc2C1=O (centres undefined)	3	9	1	-4	0.3	5	-10	0	-5	-5

Next section:
SMILES	PLC-gamma1 inh	ARFGAP1 inh	ADAM17 inh	Tn7 DDE FP	proKLK7 act	ADAM10 inh	ASAP1 inh	TDP2 inh	DDE Tn6 FP inh	LEDGF integ inh
CN(C)c1oc(-c2ccccc2Cl)nc1S(=O)(=O)c1ccccc1	6	7	2	-3	-0.2	10	-2	-10	-11	8
Cc1ccc2c(c1)N(CCC(=O)NCc1cccnc1)C(=O)CO2	-4	7	-4	7	-0.1	-2	5	4	-4	1
Cc1nc2ccccc2c2c(N)c3ccccc3n12	-54	8	-4	2	0.9	-6	7	3	6	0
CN1C(=S)SC2CS(=O)(=O)CC21C (centres undefined)	4	5	1	-6	0.2	7	7	-12	-5	2
CC(C)C(OC(=O)c1cc2sccc2n1C)C(=O)NCC1CCCO1 (centres undefined)	-1	6	-5	-4	0.4	2	16	7	0	-1
Cc1ccc(F)c([C@H]2[C@@H]3C=CCC[C@@]3(C)C(=O)N2Cc2ccccc2)c1	2	8	0	-1	0.3	14	6	-2	3	1
COc1ccc(C(=O)C2CCN(C(=O)Nc3ccccc3C)CC2)cc1	1	3	-1	-9	-0.1	0	4	-12	4	-4
CCCCCCCCCCCCCC(=O)NO	6	-1	-7	1	0.3	-5	7	5	-6	0
CN(CC(=O)Nc1c(Cl)cccc1Cl)C(=O)c1n[nH]c2ccccc12	0	-3	-1	2	-0.2	-4	11	-17	-8	-8
CC(C)[C@H](NC(=O)N1CCOCC1)C(=O)N1CCC[C@H]1C(=O)NCc1ccccc1	0	-11	-2	5	0.6	-9	-8	-4	5	-3
CN1CCN(CCC(=O)Nc2ccc(F)c(F)c2)CC1	0	-8	-3	-1	0.0	0	0	-1	-1	1
Cc1sc(NC(=O)CS(=O)(=O)c2ccccc2)c(C#N)c1C	1	2	-2	1	0.3	-2	2	-1	4	0
COCCN(C(=O)COC(=O)c1cc2ccccc2cc1O)c1c(N)n(Cc2ccccc2)c(=O)[nH]c1=O	-9	16	-3	6	0.0	-5	6	-7	2	-1
CCc1ccc(NC(=O)C2CCCN(S(=O)(=O)c3ccc4c(c3)CCCN4C(C)=O)C2)cc1 (centres undefined)	2	-2	2	-3	0.5	5	2	-10	0	3

No new results follow: an excerpt of the list.
SMILES	PLC-gamma1 inh	ARFGAP1 inh	ADAM17 inh	Tn7 DDE FP	proKLK7 act	ADAM10 inh	ASAP1 inh	TDP2 inh	DDE Tn6 FP inh	LEDGF integ inh
CC(C)[C@H](NC(=O)N1CCOCC1)C(=O)N1CCC[C@H]1C(=O)NCc1ccccc1	0	-11	-2	5	0.6	-9	-8	-4	5	-3
CN1CCN(CCC(=O)Nc2ccc(F)c(F)c2)CC1	0	-8	-3	-1	0.0	0	0	-1	-1	1

Source: PubChem (The Scripps Research Institute Molecular Screening Center)
